Coupling enz: inhibits coupling enzyme system, counter-screen for aldolase hits; 290,000 tested, 0.67% active; activity change, negative = inhibition, % at 58.2 µM, hits read low; coupling enzyme system counterscreen, AmpLite Red fluorescence; in the data active = activity change below about -30%; also: % is scaled to controls: 0 for no effect and ±100 for the full control effect
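Counterscreen lacking aldolase: glyceraldehyde-3-phosphate coupling-enzyme reagent preincubated 10 min at RT with compound (at 57.5 uM final), then substrate/coupling system with AmpLite Red added; fluorescence read at 525/598 nm after 20 min RT.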
PKM2 activator: activators of human pyruvate kinase M2; P14618; purified PKM2, Kinase-Glo ATP luminescence, activation; response scale: 0% is enzyme alone, no compound; Potency, µM (titrated, usually from 57.5 µM), for the others: top-dose activation, hits mostly activators; 260,000 tested, 0.34% active; AID 1631; also: potency is read from the fitted curve at half-maximal effect; % is scaled to controls: 0 for no effect and ±100 for the full control effect; nearly all actives have a fitted effect of over 55% in size
Target sequence (P14618 whole entry, looked up): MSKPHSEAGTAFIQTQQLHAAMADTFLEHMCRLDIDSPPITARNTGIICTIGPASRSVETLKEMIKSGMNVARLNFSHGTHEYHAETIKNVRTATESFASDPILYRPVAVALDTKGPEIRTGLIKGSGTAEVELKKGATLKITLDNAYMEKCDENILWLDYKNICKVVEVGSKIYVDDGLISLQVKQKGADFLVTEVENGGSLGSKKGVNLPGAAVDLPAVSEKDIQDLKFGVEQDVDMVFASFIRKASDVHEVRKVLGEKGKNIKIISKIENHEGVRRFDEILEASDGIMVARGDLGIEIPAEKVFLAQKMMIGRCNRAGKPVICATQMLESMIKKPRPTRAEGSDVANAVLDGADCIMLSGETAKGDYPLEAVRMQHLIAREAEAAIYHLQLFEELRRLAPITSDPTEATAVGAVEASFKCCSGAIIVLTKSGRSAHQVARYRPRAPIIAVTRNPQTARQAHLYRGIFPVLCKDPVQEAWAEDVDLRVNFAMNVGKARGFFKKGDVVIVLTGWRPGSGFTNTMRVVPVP
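ATP formation by purified human PK-M2, quantified via coupled luciferase luminescence after 1 h at room temperature with 0.1 mM ADP and 0.5 mM PEP final.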
GALK inhibitor: galactokinase (human) inhibition. Purified GALK, Kinase-Glo residual ATP luminescence. 270,000 tested, 0.007% active. Potency, µM (highest dose often 57.5 µM), for inactives: top-dose activity change, negative = inhibition, most hits filed as inhibitors. AID 1868. P51570; also: potency is read from the fitted curve at half-maximal effect; % is scaled to controls: 0 for no effect and ±100 for the full control effect
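Luminescence from leftover ATP (Ultra-Glo luciferase/luciferin) served as read-out after a 1 h room-temperature reaction of 5 nM GALK with 35 uM ATP and 100 uM galactose.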
Menin-MLL TR inh: menin-MLL binding inhibition, Texas Red mutant peptide; O00255; Potency, µM (doses to about 61.6 µM), for inactives: at the highest dose FP activity change, negative = inhibition, most hits filed as inhibitors; Menin + Texas Red MLL mutant peptide, fluorescence polarization; 270,000 tested, 0.23% active; AID 1768; active = well fitted inhibition curve with a large enough effect in the polarisation, with a control signal flat, not every such curve was filed as active; inconclusive = small, poorly fitted or top-dose-only effect, or effect the other way, or a change in a side signal; inactive = no such curve, though single readings can be large or run the other way; the % refers to the polarisation; also: potency is read from the fitted curve at half-maximal effect; % of control where 0% means no effect; many of its hits are not listed in these tables
a7 integrin act: integrin-mediated muscular dystrophy alleviation activation; alpha7betagal myoblasts, beta-gal FDG fluorescence, 48 h; Potency, µM (highest dose often 38.3 µM), inactives show top-dose activation, actives largely listed as activators; 350,000 tested, 0.064% active; AID 624291;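 also: potency is read from the fitted curve at half-maximal effect; 100% = response of the positive control SU9516; nearly all actives have a fitted effect of over 60% in size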
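Alpha7betagal+/- myoblasts (passage 13) were plated 16-24 hr, then exposed to compounds (1:260 dilution of DMSO stock) for 48 hours at 37C. After MPER lysis, β-galactosidase reporter activity was read as FDG fluorescence (ex 480/em 540) after 30 minutes.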
BCR signal inh: blocks chronic active B-cell receptor signaling | Potency, µM (series often up to 46.1 µM), inactives show at the top dose ratio change, negative = lower green/red ratio, actives largely listed as inhibitors | ABC-DLBCL IkBa-CBG/CBR reporter, luminescence ratio, 4 h | 340,000 tested, 0.05% active; active = well fitted inhibition curve with a large enough effect in the signal ratio, with a control signal flat, not every such curve was filed as active; inconclusive = small, poorly fitted or top-dose-only effect, or effect the other way, or a change in a side signal; the % refers to the signal ratio;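 also: potency is read from the fitted curve at half-maximal effect; plate controls were basal doxycycline-induced cells for no effect and cells given 10 µM MG132 for full effect; MG132 reads +100%, hits lower the ratio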
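TMD8 ABC-DLBCL cells carrying doxycycline-inducible green luciferase fused to IkappaBalpha plus unfused red luciferase were exposed to compounds (up to 46 uM) for 4 hrs at 37C. Activity came from the overlap-corrected green/red luminescence ratio.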
TSG101-PTAP inh: blocks PTAP/TSG101 interaction to inhibit HIV-1 budding; Q99816; Fluorescence polarization, FITC-PTAP peptide / Tsg101 binding; Potency, µM (highest dose often 115 µM), without a hit: at the top dose activity change, negative = inhibition, actives largely listed as inhibitors; 340,000 tested, under 10 active; active = well fitted inhibition curve with a large enough effect in the main read-out, with a control signal flat, not every such curve was filed as active; inconclusive = small, poorly fitted or top-dose-only effect, or effect the other way, or a change in a side signal; inactive = no such curve, though single readings can be large or run the other way; also: potency is read from the fitted curve at half-maximal effect; % of control where 0% means no effect
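Compounds were pin-transferred onto Tsg101 binding domain (10 uM final) in HEPES pH 7.5 buffer, then FITC-PTAP peptide was added at 50 nM final. After 20 min at RT, polarization reported peptide displacement across a qHTS concentration series.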
B2AR arrestin: agonists driving beta-arrestin recruitment to human beta2-adrenergic receptor; Potency, µM (series often up to 46.1 µM), without a hit: at the highest dose activation, most hits filed as activators; beta-arrestin recruitment to beta2AR, cell-based reporter; P07550; AID 492947; 330,000 tested, 0.02% active;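 also: potency is read from the fitted curve at half-maximal effect; 0% = DMSO controls and full agonism = EC100 isoproterenol or metaproterenol; nearly all actives have a fitted effect of over 65% in size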
Target sequence (P07550 whole entry, looked up): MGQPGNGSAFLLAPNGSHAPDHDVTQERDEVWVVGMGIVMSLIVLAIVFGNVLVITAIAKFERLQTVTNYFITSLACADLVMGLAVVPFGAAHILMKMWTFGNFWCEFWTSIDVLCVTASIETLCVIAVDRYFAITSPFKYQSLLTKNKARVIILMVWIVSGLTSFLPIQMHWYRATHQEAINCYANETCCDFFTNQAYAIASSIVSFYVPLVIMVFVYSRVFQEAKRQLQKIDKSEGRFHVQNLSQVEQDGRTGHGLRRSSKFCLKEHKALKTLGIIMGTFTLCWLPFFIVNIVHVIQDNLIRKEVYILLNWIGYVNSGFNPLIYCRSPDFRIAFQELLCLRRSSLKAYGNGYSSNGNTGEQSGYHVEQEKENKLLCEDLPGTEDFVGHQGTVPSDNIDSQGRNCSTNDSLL
ASM inhibitor: human S-ASM enzyme inhibition; P17405; Potency, µM (series often up to 57.5 µM), for inactives: at the highest dose activity change, negative = inhibition, actives largely listed as inhibitors; 340,000 tested, 0.006% active; AID 504937; placental ASM, HMU-PC fluorogenic substrate, 60 min; also: potency is read from the fitted curve at half-maximal effect
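HMU-PC0 cleavage (9 uM final) by human placental ASM, 60 min at 37 °C following 10 min compound exposure at RT; stopped at pH 10, fluorescence Ex 386/Em 447 nm.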
Tb PFK inh: inhibitors of T. brucei phosphofructokinase; O15648; T. brucei PFK, ADP-Glo luminescence; Potency, µM (doses to about 57.5 µM), for inactives: at the top dose activity, negative = inhibition, actives largely listed as inhibitors; 330,000 tested, 0.17% active;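 also: potency is read from the fitted curve at half-maximal effect; 0% = uninhibited 1x PFK enzyme wells and -100% = no-enzyme wells; nearly all actives have a fitted effect of over 60% in size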
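In TEA buffer at pH 8.0 with 5 mM MgCl2, enzyme (1.25 nM) converted F6P (0.5 mM) and ATP (0.1 mM) for 45 min at room temperature. ADP product was read by luciferase luminescence.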
Giardia killer: Giardia lamblia killing | Giardia lamblia trophozoite viability | activity change, % at 7.66 µM, hits read low | 340,000 tested, 0.15% active; in the data active = activity change below about -80%; inconclusive = between about -30% and that limit;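 also: parasites exposed to compound for two days anaerobically before the ATP read; % is scaled to controls: 0 for no effect and ±100 for the full control effect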
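Killing of trophozoites was scored by loss of ATP luminescence after a 48 hrs anaerobic exposure to compounds at 37 deg C, using 100 cells per well.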
Numbers without * were called inactive; ? = inconclusive; nt = no result given; & = joins results of further samples; [ ] = another dose, or the depositor's remark. Unless noted, calls follow the shape of the dose curve; as a rule, active = well fitted curve in the direction sought with a large enough effect; inconclusive = small, poorly fitted or top-dose-only effect, or another doubt; inactive = no such curve, though single readings can be large; an effect the other way counts as inactive or inconclusive. Only part of the results is shown, so the mix of outcomes need not match the whole.

SMILES | Coupling enz | PKM2 activator | GALK inhibitor | Menin-MLL TR inh | a7 integrin act | BCR signal inh | TSG101-PTAP inh | B2AR arrestin | ASM inhibitor | Tb PFK inh | Giardia killer
O=C1NC(=O)N(c2ccccc2)C(=O)/C1=C\c1ccc2c3c(cccc13)CC2 | -1 | 15% | 0% | 19% | nt | -19% | nt | 0.1% | nt | 3% | nt
COc1ccc(CC[n+]2cc(/N=C(\C)[O-])on2)cc1OC | 0 | -3% | -3% | -10% | 14% | -2% | -8% | -0.2% | 3% | 1% | 0
CCN1C(=O)/C(=C\c2ccc([N+](=O)[O-])s2)C(=O)NC1=S | -40* | 15% | -1% | ? | nt | ? | nt | 0.0% | nt | -9% | nt
Nc1ccc2c3c(cccc13)CC2 | -5 | -2% | -1% | ? | -47%[inhibitor] | ? | -13% | -0.2% | 24% | -7% | 13
O=C(CNS(=O)(=O)c1cccs1)N1CCC2(CC1)OCCO2 | -2 | 12% | 2% | 22% | 12% | -2% | 0% | 0.0% | -1% | 1% | 4
CC1CCC(N(C)C2CCN(C)CC2)CC1 (centres undefined) | 1 | -4% | -4% | 0% | -20% | 0% | 0% | -0.5% | 3% | 1% | -15
O=C(/C=C/c1ccc(Cl)cc1)NC(=S)N1C[C@H]2C[C@H](C1)c1cccc(=O)n1C2 | 1 | 1% | nt | -4% | -23% | -29% | 0% | 0.1% | -2% | 3% | -13
O=C(NCc1ccccn1)c1ccccc1Cl | -5 | 5% | 0% | -14% | -7% | -6% | -3% | -0.7% | 5% | 1% | -10
CN(C)C(=O)Oc1cccc2c(OC(=O)N(C)C)cccc12 | 0 | 4% | 4% | -2% | -15% | ? | -8% | 0.3% | 0% | 1% | -7
CC/C(=C\C=C\[C@@H]1C=C[C@@H]2CCC[C@H]2[C@@H]1C(=O)c1ccc[nH]1)[C@@H]1O[C@@H]([C@@H](C)C(=O)O)CC[C@@H]1C | -1 | 2% | -4% | 2% | -72%[inhibitor] | ? | -18% | -0.3% | -7% | -6% | -4
C=CCN1C(=O)NC(=O)/C(=C/c2cnc(SC)nc2)C1=O | 0 | 3% | -1% | -3% | 17% | -5% | -1% | -0.3% | 4% | 2% | 7
CCCCCCn1c(=O)c(C(=O)Nc2ncccc2C)c(O)c2ccccc21 | -2 | 1% | 2% | -4% | 0% | 2% | -3% | -1.3% | -25% | -4% | -1
CC/C=C/CC(=O)N[C@@H](c1ccccc1)[C@@H](O)C(=O)O[C@H]1C[C@@]2(O)[C@@H](OC(=O)c3ccccc3)C3[C@](C)(C(=O)[C@H](OC(C)=O)C(=C1C)C2(C)C)[C@@H](O)C[C@H]1OC[C@@]31OC(C)=O (some centres undefined) | -2 | 4% | nt | -10% | -52% | 10% | 0% | 7.2% | -11% | 0% | 1
Cc1ccccc1OCCCn1cc(C(=O)C(=O)N2CCOCC2)c2ccccc21 | 2 | 2% | 8% | ? | -32% | -11% | -1% | -0.1% | -2% | -10% | -26
COc1cc2c(cc1OC)CC[N+](C)=C2 | 2 | -4% | 1% | 11% | -7% | 1% | 0% | -0.2% | nt | -4% | 15
CCC(C)c1ccc(NC(=O)Nc2cccnc2)cc1 (centres undefined) | 0 | -1% | -4% | ? | -9% | ? | -7% | 0.3% | -4% | 5% | ?
Cc1cc(C)cc(N2C(=O)NC(=O)/C(=C\c3cc(C)n(C)c3C)C2=O)c1 | -1 | -6% | 1% | -1% | 8% | 4% | -11% | -0.3% | -1% | 0% | -2
COCCNC(=O)N1[C@H]2CC[C@@H]1C(C(=O)OC)=C(c1cccc(C#N)c1)C2 | nt | nt | nt | nt | 7% | -1% | 2% | 0.0% | 5% | 2% | 12
CC1=C2[C@@H]3OC(=O)[C@H](C)C3CC[C@@]2(C)C=CC1=O (some centres undefined) | 2 | nt | 1% | -1% | -14% | 6% | -6% | -0.3% | -2% | 0% | -6
Cc1ccc(-n2c(-c3cccs3)nc3ccccc3c2=O)cc1 | 2 | -3% | -1% | -13% | 7% | 7% | 2% | 0.1% | -1% | -1% | -15
OC(c1ccccc1)(c1ccccc1)C1CCNCC1 | 4&4 | 6% | 1% | ? | nt | 6% | 0% | 0.1% | 0% | -5% | -4
Cn1c(NN=O)nc2ccccc21 | -11 | -3% | 0% | 0% | -45% | ? | -3% | -1.0% | -2% | 1% | 8
Cc1ccc(OP(N)(=O)Oc2ccc(C)cc2)cc1 | 1 | -2% | -1% | 0% | 20% | 5% | -5% | -0.2% | 1% | -2% | 9
CN1C(=O)c2ccccc2Sc2ccc(C(=O)N3CCC4(CC3)OCCO4)cc21 | nt | -3% | -3% | 2% | -23% | 0% | -4% | -0.3% | 3% | -2% | 7
COP(=O)(OC)c1nc(-c2cccc3ccccc23)oc1N1CCOCC1 | -3 | -11% | 0% | -1% | 15% | ? | -2% | -2.7% | nt | 0% | -6

Reprinted from the part before: 4 entries, then new ones.
SMILES | Coupling enz | PKM2 activator | GALK inhibitor | Menin-MLL TR inh | a7 integrin act | BCR signal inh | TSG101-PTAP inh | B2AR arrestin | ASM inhibitor | Tb PFK inh | Giardia killer
Cn1c(NN=O)nc2ccccc21 | -11 | -3% | 0% | 0% | -45% | ? | -3% | -1.0% | -2% | 1% | 8
Cc1ccc(OP(N)(=O)Oc2ccc(C)cc2)cc1 | 1 | -2% | -1% | 0% | 20% | 5% | -5% | -0.2% | 1% | -2% | 9
CN1C(=O)c2ccccc2Sc2ccc(C(=O)N3CCC4(CC3)OCCO4)cc21 | nt | -3% | -3% | 2% | -23% | 0% | -4% | -0.3% | 3% | -2% | 7
COP(=O)(OC)c1nc(-c2cccc3ccccc23)oc1N1CCOCC1 | -3 | -11% | 0% | -1% | 15% | ? | -2% | -2.7% | nt | 0% | -6
CCCCCSc1cc(OC)c(CCNC)cc1OC | 3 | 1% | 0% | -9% | -54%[inhibitor] | -3% | -1% | -0.2% | -1% | 1% | 0
Cc1ccc(N2C(=O)/C(=C/c3ccc(CN(CCC#N)S(C)(=O)=O)o3)C(=O)NC2=S)cc1C | 1 | ? | 3% | 40%[activator] | nt | 0% | nt | -0.2% | nt | -11% | nt
O=C(c1cc2c(s1)-c1ccccc1OC2)N1CCC2(CC1)OCCO2 | -1 | 0% | 0% | ? | -13% | 1% | nt | -0.8% | 242%[activator] | 0% | -2
CCS(=O)(=O)N1CCC(C(=O)N2CCC3(CC2)OCCO3)CC1 | 4 | 2% | 0% | 8% | -21% | 1% | -5% | -0.3% | -1% | -9% | -4
CCCCCc1nc2c(c(=O)c3ccccc3n2C)c(=O)n1C1CCCCCC1 | 2 | 7% | -1% | -23% | -53%[inhibitor] | -10% | -6% | -0.1% | ? | -3% | 19
CNC(=O)Oc1ccccc1OC(C)C | 1 | nt | nt | -13% | nt | nt | -9% | nt | 1% | nt | -12
COC(=O)C1=CO[C@@H](C)[C@@H]2CN3CC[C@@]4(C(=O)Nc5ccccc54)[C@@H]3C[C@H]12 | -2 | 0% | nt | -13% | 16% | ? | -7% | 4.5% | 0% | -4% | 11
O=C1NC(=O)N(c2cccc(F)c2)C(=O)/C1=C/c1ccc(N2CCOCC2)cc1 | 5 | 3% | 0% | nt | 17% | ? | -7% | -0.4% | -4% | -15% | -2
Cc1cc(OCC(=O)N2CCC(C(N)=O)CC2)c2c3c(c(=O)oc2c1)CCCC3 | 2 | 7% | nt | 9% | -16% | 0% | -2% | -0.2% | 2% | 1% | -9
O=[N+]([O-])c1ccc(N2CCNCC2)cc1Sc1ccccn1 | 2 | 2% | -1% | 16% | -29% | 1% | -7% | -0.6% | -4% | 0% | 28
O=C1CN=C(c2cccc(Br)c2)c2cc(Br)ccc2N1 | -10 | nt | nt | 0% | 9% | ? | -2% | -0.4% | -7% | -5% | -22
O=C(O)c1cccc2nc3ccccc3nc12 | -1 | -1% | 3% | 9% | -5% | 3% | -5% | 1.0% | 0% | 1% | 8
CNCCc1nc(N)n[nH]1 | 5 | 0% | 1% | 5% | -5% | 3% | -6% | -0.4% | -1% | 4% | 5

Bioassay records deposited in PubChem by National Center for Advancing Translational Sciences (NCATS).
